PAD4 inh = blocks human protein arginine deiminase 4. Q9UM07. recombinant PAD4, RCA probe fluorescence polarization. inhibition, % at 6.36 µM. 0.41% of 330,000 active. AID 485272;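 active = percent inhibition above a cutoff equal to the mean of all tested compounds plus 3 SD, cut at about 15% in these data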;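 note: 0% = PAD4 with RCA probe and DMSO and 100% = probe without PAD4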
PAFAH1B2 inh = inhibitors of human PAFAH1B2. P68402. recombinant PAFAH1B2, FP-rhodamine activity probe, fluorescence polarization. inhibition, % at 3.39 µM. 1.2% of 340,000 active;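 active = inhibition above the mean of all tested compounds plus 3 SD, cut at about 24% in these data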;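 note: 0% = enzyme with DMSO and 100% = wells lacking PAFAH1B2; many of its hits are not listed in these tables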
Target sequence (P68402 whole entry, looked up): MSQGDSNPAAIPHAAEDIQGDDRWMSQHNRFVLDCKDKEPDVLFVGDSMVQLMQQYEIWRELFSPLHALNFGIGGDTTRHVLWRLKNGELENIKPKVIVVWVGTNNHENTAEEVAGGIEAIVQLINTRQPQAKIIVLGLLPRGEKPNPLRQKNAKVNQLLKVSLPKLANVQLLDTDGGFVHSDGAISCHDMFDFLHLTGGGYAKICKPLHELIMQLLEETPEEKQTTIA
PAFAH1B3 FP inh = PAFAH1B3 (human) inhibition | inhibition, % at 3.39 µM | Q15102 | 0.28% of 340,000 active | recombinant PAFAH1B3, FP-rhodamine probe, fluorescence polarization;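 active = inhibition above the screen-wide average of all tested compounds plus 3 SD, cut at about 25% in these data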;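 note: 0% = enzyme with DMSO only and 100% = wells lacking PAFAH1B3 protein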
GSTO1 inh = GSTO1 inhibition, counter-screen for RBBP9 inhibitors; P78417; recombinant GSTO1, activity-based probe fluorescence polarization; inhibition, % at 5.96 µM; 1.1% of 300,000 active; AID 1974;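 active = inhibition above the campaign mean inhibition plus 3 SD, cut at about 35% in these data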;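 note: 0% = GSTO1-1 with DMSO and 100% = wells lacking GSTO1-1 enzyme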
pPAFAH FP inh = pPAFAH (human) enzyme inhibition | AID 463082 | 1.5% of 330,000 active | recombinant pPAFAH, FP-rhodamine probe fluorescence polarization | inhibition, % at 3.39 µM | Q13093;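 active = inhibition above the mean inhibition across the screen plus 3 SD, cut at about 25% in these data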;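 note: inhibitors block binding of the rhodamine activity-based probe so polarization drops; 0% = enzyme with DMSO and 100% = wells lacking pPAFAH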
Target sequence (Q13093 whole entry, looked up): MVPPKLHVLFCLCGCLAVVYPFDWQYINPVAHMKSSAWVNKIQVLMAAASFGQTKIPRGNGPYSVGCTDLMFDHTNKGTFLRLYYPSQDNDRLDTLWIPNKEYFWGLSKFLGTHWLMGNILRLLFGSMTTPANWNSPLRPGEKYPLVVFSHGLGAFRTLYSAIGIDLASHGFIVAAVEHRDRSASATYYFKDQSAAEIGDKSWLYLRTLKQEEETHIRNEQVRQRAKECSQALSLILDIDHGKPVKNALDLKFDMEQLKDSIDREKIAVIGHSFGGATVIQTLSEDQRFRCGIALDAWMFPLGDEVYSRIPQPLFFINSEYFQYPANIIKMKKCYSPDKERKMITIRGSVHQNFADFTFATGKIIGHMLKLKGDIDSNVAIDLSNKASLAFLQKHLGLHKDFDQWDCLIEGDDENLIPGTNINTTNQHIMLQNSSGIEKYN
PME-1 inh = blocks human protein phosphatase methylesterase 1; Q9Y570; recombinant PME-1, FP-Rh probe fluorescence polarization; inhibition, % at 5.9 µM; 0.53% of 320,000 active; AID 2130;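 active = inhibition above the campaign mean of all compounds plus 3 SD, cut at about 26% in these data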;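 note: competitive labeling of PME-1 active site by serine hydrolase directed probe; 0% = PME-1 with DMSO and 100% = wells lacking PME-1 enzyme; inhibitors block probe labeling so polarization falls and inhibition rises; many of its hits are not listed in these tables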
LYPLA1 inh = LYPLA1 (human) inhibition in PME1 counter-screen; O75608; recombinant LYPLA1, FP-Rh probe fluorescence polarization; inhibition, % at 5.9 µM; 0.16% of 320,000 active; AID 2174;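 active = inhibition above the mean of all tested compounds plus 3 SD, set per campaign, cut at about 14% in these data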;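 note: inhibitors block serine hydrolase probe labeling of LYPLA1 so polarization falls; 0% = enzyme with DMSO and 100% = wells lacking LYPLA1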
Target sequence (O75608 whole entry, looked up): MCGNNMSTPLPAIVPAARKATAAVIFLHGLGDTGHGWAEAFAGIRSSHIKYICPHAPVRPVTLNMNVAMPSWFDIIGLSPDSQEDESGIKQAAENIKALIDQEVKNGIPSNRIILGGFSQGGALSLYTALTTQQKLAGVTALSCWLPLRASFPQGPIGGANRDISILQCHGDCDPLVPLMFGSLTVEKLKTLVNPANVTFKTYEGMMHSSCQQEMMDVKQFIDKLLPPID
Fam108B counter = blocks mouse Fam108B hydrolase in RBBP9 counter-screen | recombinant Fam108B, FP-Rh probe fluorescence polarization | inhibition, % at 9.51 µM | 0.33% of 300,000 active | AID 1947;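 active = inhibition above the screen mean inhibition plus 3 SD, computed separately per campaign, cut at about 18% in these data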;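 note: inhibitors lower polarization as less probe binds the enzyme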
PAFAH2 FP inh = inhibitors of human PAFAH2. inhibition, % at 3.39 µM. recombinant PAFAH2, FP-rhodamine activity probe, fluorescence polarization. Q99487. 0.99% of 340,000 active;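 active = inhibition above the mean over all tested compounds plus 3 SD, cut at about 30% in these data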;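 note: inhibitors block probe labeling of enzyme so polarization drops; 0% = enzyme with DMSO and 100% = wells lacking PAFAH2 protein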
* hit, by the source's call; / = not tested or not shown. An excerpt. The share of hits here may be higher or lower than overall.

SMILES	PAD4 inh	PAFAH1B2 inh	PAFAH1B3 FP inh	GSTO1 inh	pPAFAH FP inh	PME-1 inh	LYPLA1 inh	Fam108B counter	PAFAH2 FP inh
O=C(C1CCN(S(=O)(=O)c2cccc3nonc23)CC1)N1CCCCC1	2	6	-7	-2	4	-2	0	0	-6
Cc1noc(C)c1CSc1nnc(C)c(=O)[nH]1	-4	6	5	-2	1	-4	0	0	0
COc1cc(C(=O)Nc2nc3ccccc3[nH]2)cc(OC)c1OC	1	-1	1	7	3	2	0	-3	-5
COC(CNC(=O)C1CCCN1C(=O)OCc1ccccc1)OC (centres undefined)	2	1	2	2	7	2	4	2	-1
CCc1ccccc1NC(=O)CN(C)S(=O)(=O)c1ccc2c(c1)c(=O)n(C)c(=O)n2C	2	1	1	8	4	10	-1	0	1
O=C(O)C1CCN(S(=O)(=O)c2cccnc2)CC1	-3	2	0	6	-6	-4	-1	2	-3
Oc1c(Br)cccc1/C=N/c1ncn[nH]1	0	-1	13	-3	6	1	-2	-6	3
CC(=O)N1CCN(C(=O)c2cccc(S(=O)(=O)Nc3ccc(C)cc3)c2)CC1	4	5	7	3	20	5	-1	0	5
COC(=O)CCCC1=CC2=CC(=O)C(C)(OC(=O)c3cccs3)C(=O)C2=CN1CCc1ccccn1 (centres undefined)	17*	-2	8	33	3	2	3	4	0
CC(C)c1cc(-c2cc(C(=O)NCc3ccccc3)on2)nc(NC2CCCC2)n1	4	-2	-4	-4	2	-17	-8	-10	-15
O=C(O)c1cc(N/N=C/c2ccc(-c3ccc(F)cc3)o2)ccc1Cl	-3	5	5	13	31*	12	2	-2	0
COc1ccccc1-n1cc(-c2ccc([N+](=O)[O-])cc2)[nH]c1=S	-3	4	-5	1	3	-4	1	1	-6
COc1cccc(/C=N/NC(=O)CCc2c(C)n[nH]c2C)c1	-2	1	2	5	-2	5	2	0	4
C/C(Cl)=C/Cn1c(NCCN(C)C)nc2c1c(=O)n(C)c(=O)n2C	0	4	4	2	0	2	2	1	4
Cc1sc2c(c1C)CN(CCN1CCOCC1)CN2C(=O)c1ccccc1	-5	2	2	4	2	1	2	2	1
Cc1ccc(C(=O)NCc2cccnc2)cc1S(=O)(=O)N1CCCCCC1	-2	-2	3	-5	-2	1	2	0	3
CN1CCN(CC(=O)Nc2c(C(=O)C3CC3)oc3ccccc23)CC1	-8	-3	4	-4	-2	1	0	-3	-4
Cc1ccc(Sc2ncccc2O)cc1	-3	-3	13	-3	0	-3	-3	-1	2
CCC(=O)N1CCc2cc(S(=O)(=O)NCCC(=O)N3CCc4ccccc4C3)ccc21	-3	1	6	2	3	7	0	7	-2
Cc1ccc(-c2csc3ncnc(NCCN4CCOCC4)c23)cc1	-3	2	6	-1	5	-2	-1	-2	7
CCCCn1c(N)c(N(CCOC)C(=O)c2ccc(-c3ccc(C(C)=O)cc3)o2)c(=O)[nH]c1=O	0	4	6	-7	4	-6	7	1	-11
Cc1cccc(C(=O)NCc2ccco2)c1	-16	8	2	6	-1	-6	-4	-5	8
COC(=O)Cn1c2ccccc2c2nc(C)sc21	0	1	-4	9	5	-1	-1	-2	0
CC(=O)Nc1ccc2c(c1)OCCOCCOc1cc(NC(C)=O)ccc1OCCOCCOCCO2	0	/	/	6	3	0	1	-2	/
CC1=C(C(=O)OCC2CCCO2)C(c2ccncc2)C2=C(CC(C)(C)CC2=O)N1 (centres undefined)	5	6	9	4	-2	-8	-2	-7	-4
Cc1nc2ncnn2c(C)c1CCC(=O)NC(C)CCc1ccco1 (centres undefined)	-4	5	5	1	3	-8	0	2	1
O=C(C1CCCO1)N1CCN(c2ccc(F)cc2)CC1 (centres undefined)	2	1	19	-5	7	-3	4	1	12
Cn1c(SCC(=O)N/N=C/c2cc([N+](=O)[O-])ccc2O)nnc1-c1ccccc1	-3	3	11	-2	8	7	1	3	2
Cc1cc(N)n2nc(C)c(-c3ccccc3)c2n1	-1	7	3	4	1	6	-2	0	0
COc1ccc(C(=O)CC(c2ccccc2)S(=O)(=O)c2ccc(C)cc2)cc1 (centres undefined)	-1	/	/	1	7	-5	0	4	/
CCN(CC)c1cc(-c2ccccc2)ncn1	-4	1	2	-6	6	4	-1	-6	-1
Nc1nonc1-n1nnc(C(=O)N/N=C/c2cc(Cl)ccc2O)c1CN1CCCCCC1	-1	5	10	-7	7	-4	-4	-5	-4
N=C1S/C(=C\c2ccc(O)cc2)C(=O)N1c1ccc(F)cc1	-8	0	5	5	-7	0	-5	4	4
CC(=O)c1ccc(NC(=O)C(C)n2c3ccccc3c3nc(=O)cc(C)n32)cc1 (centres undefined)	-1	-1	-2	-3	-4	-1	-2	-2	0
Cn1ncc2c(Nc3ccc(Br)cc3)nc(Nc3ccc(Br)cc3)nc21	0	-5	2	-34	-16	11	-40	19*	-21
COc1ccccc1Nc1nc(=O)[nH]nc1C	-1	0	9	0	0	0	1	-3	-4
COC(=O)C1=C(C)NC(C)=C(C(=O)OC)C1c1cn(-c2ccccc2)nc1-c1ccco1	-1	3	-2	-3	6	-7	3	-4	-5
COc1cccc(CNS(=O)(=O)c2ccc3c(c2)oc(=O)n3C)c1	-5	5	5	9	-3	2	-2	-3	0
O=C(NNS(=O)(=O)c1ccc(Br)cc1)c1ccccc1-n1cccc1	-1	29*	8	0	-1	8	-4	-2	3
COc1cccc(CN2CC(C(=O)NCCc3ccc(C)s3)CCC2=O)c1 (centres undefined)	2	3	5	1	1	7	0	4	4
CCCOc1ccc(S(=O)(=O)NCCN2CCOCC2)c2ccccc12	-4	3	2	-6	4	0	0	1	0
CC(C)NCCOCCOc1ccccc1F	-2	1	4	12	4	3	-2	3	5
CC(C)(C)N1CCC1C(N)=O (centres undefined)	3	/	/	-1	-1	-4	-4	6	/
COc1ccc(C(CNC(=O)c2ccc(C)c(S(=O)(=O)N3CCCCC3)c2)N(C)C)cc1OC (centres undefined)	0	6	2	-8	1	1	-5	-7	2
NC(=O)c1ccc(NC(=O)CSc2nnc(C3CC3)n2C2CC2)cc1	-1	-3	-2	/	1	/	/	/	-1
O=c1cc(-c2ccccc2)oc2ccc(Br)cc12	-4	-1	17	/	2	/	/	/	3
O=C(c1ccc2oc(CCc3ccccc3)nc2c1)N1CCC(O)CC1	-1	6	10	0	3	-8	-1	1	3
COC(=O)c1ccc(COC(=O)C2CC(O)CN2S(=O)(=O)c2ccc([N+](=O)[O-])cc2)cc1 (centres undefined)	0	4	8	/	-3	-3	-1	/	6
CCC(=O)N1CCc2cc(S(=O)(=O)CCC(=O)NCCc3ccc(OC)c(OC)c3)ccc21	0	3	3	3	1	3	0	3	3
CS(=O)(=O)N1CCN(C(=O)c2csc3ccccc23)CC1	-6	4	6	-1	1	7	2	0	-3
Cc1sc2nc(SCC(=O)NCc3ccco3)n(CCc3ccccc3)c(=O)c2c1C	-5	3	3	-12	4	-8	-5	-9	-7
COc1ccc(NC(C)=O)cc1NC(=O)CSc1nnc(C2CCCCC2)n1N	-4	6	1	7	0	0	-2	3	-5
CN=C1SC(CC(=O)Nc2cccc(Cl)c2Cl)C(=O)N1C (centres undefined)	4	-1	-2	-1	3	-1	-1	-3	-1
Cn1cnnc1SCC(=O)Nc1c(F)cc(F)cc1Br	0	0	-3	10	-1	-3	6	4	-4
COC(=O)C1=C(C)NC2=C(C(=O)CCC2)C1c1cn(Cc2ccc(Br)cc2)nc1-c1ccccc1 (centres undefined)	-1	10	2	-2	-5	-7	-1	-6	8
Cn1nnnc1-c1cc(Cl)cc(Cl)c1	-5	7	1	0	2	-1	-1	2	4
Cc1noc(C)c1NC(=O)Nc1ccc2c(c1)C(=O)N([C@H](C)CO)C[C@H](C)[C@@H](CN(C)S(=O)(=O)c1c(C)noc1C)O2	-3	-5	3	/	-3	/	/	/	-2
COc1ccccc1Nc1nc(-c2cccc([N+](=O)[O-])c2)nc2ccccc12	0	0	6	-1	0	-2	-1	0	-10
Cc1ccc(/C=C2\C(=N)N3N=C(CC(=O)N4CCCCC4)SC3=NC2=O)cc1	2	0	4	6	10	-2	-1	0	2
C=CCN1C(=O)C(C)(C)N(C(=O)c2cccc([N+](=O)[O-])c2)c2ccccc21	-4	10	5	7	7	4	2	-2	2

Quoted from the listing.
PAFAH1B3 FP inh, O=c1cc(-c2ccccc2)oc2ccc(Br)cc12 is entered as 17
PAD4 inh, CC(C)(C)N1CCC1C(N)=O (centres undefined) is entered as 3

(listing goes on)
SMILES	PAD4 inh	PAFAH1B2 inh	PAFAH1B3 FP inh	GSTO1 inh	pPAFAH FP inh	PME-1 inh	LYPLA1 inh	Fam108B counter	PAFAH2 FP inh
Cc1ccc(NC(=O)CO/N=C(\N)c2nonc2N)cc1C	4	2	6	6	7	-7	7	-1	1
O=S(=O)(Nc1cccc2nsnc12)c1ccccc1	-8	7	2	8	-3	1	0	-4	3
O=C(CN1CCC(NC(=O)c2ccccc2Cl)CC1)NCc1ccccc1	-5	0	1	4	0	-3	3	-2	-9
CC(=O)Nc1ccc(S(=O)(=O)N2CCN(S(=O)(=O)c3ccccc3)CC2)cc1	-2	6	8	1	0	-22	-10	-23	-12
Clc1ccc(Cn2cccc2C2=NCCO2)cc1	0	4	8	-1	9	8	4	-3	8
CC(=O)N1CCN(c2nc(N)c(C#N)c(CC#N)c2C#N)CC1	-7	7	6	-9	7	0	2	-3	11

By substructure: the entries above containing an aryl methoxy group
SMILES	PAD4 inh	PAFAH1B2 inh	PAFAH1B3 FP inh	GSTO1 inh	pPAFAH FP inh	PME-1 inh	LYPLA1 inh	Fam108B counter	PAFAH2 FP inh
COc1cc(C(=O)Nc2nc3ccccc3[nH]2)cc(OC)c1OC	1	-1	1	7	3	2	0	-3	-5
COc1ccccc1-n1cc(-c2ccc([N+](=O)[O-])cc2)[nH]c1=S	-3	4	-5	1	3	-4	1	1	-6
COc1cccc(/C=N/NC(=O)CCc2c(C)n[nH]c2C)c1	-2	1	2	5	-2	5	2	0	4
COc1ccc(C(=O)CC(c2ccccc2)S(=O)(=O)c2ccc(C)cc2)cc1 (centres undefined)	-1	/	/	1	7	-5	0	4	/
COc1ccccc1Nc1nc(=O)[nH]nc1C	-1	0	9	0	0	0	1	-3	-4
COc1cccc(CNS(=O)(=O)c2ccc3c(c2)oc(=O)n3C)c1	-5	5	5	9	-3	2	-2	-3	0
COc1cccc(CN2CC(C(=O)NCCc3ccc(C)s3)CCC2=O)c1 (centres undefined)	2	3	5	1	1	7	0	4	4
COc1ccc(C(CNC(=O)c2ccc(C)c(S(=O)(=O)N3CCCCC3)c2)N(C)C)cc1OC (centres undefined)	0	6	2	-8	1	1	-5	-7	2
CCC(=O)N1CCc2cc(S(=O)(=O)CCC(=O)NCCc3ccc(OC)c(OC)c3)ccc21	0	3	3	3	1	3	0	3	3
COc1ccc(NC(C)=O)cc1NC(=O)CSc1nnc(C2CCCCC2)n1N	-4	6	1	7	0	0	-2	3	-5
COc1ccccc1Nc1nc(-c2cccc([N+](=O)[O-])c2)nc2ccccc12	0	0	6	-1	0	-2	-1	0	-10

Compound activity deposited in PubChem BioAssay by The Scripps Research Institute Molecular Screening Center.
